APP transl inh: APP translation inhibition | SH-SY5Y APP 5'UTR-luciferase reporter, luminescence | inhibition, % at 2 µM | 190,000 tested, 0.82% active;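 active = inhibition above a set limit, derived from the sample mean plus 3 SD, cut at about 45% in these data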; also: values of inactives mirror those of a sister screen read the other way
Diaph inh CS: inhibits diaphorase or chemically oxidizes, flagging diaphorase assay artifacts; diaphorase resazurin-to-resorufin fluorescence, NADH, 16 min; bacterial (C. kluyveri) enzyme, not human; inhibition, % at 20 µM; 190,000 tested, 0.69% active; AID 1217;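 active = primary screen inhibition at 20 µM above a set limit, cut at about 50% in these data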;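 also: plate controls were DMSO with full reaction for no effect and wells lacking NADH for full effect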
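Benchmarks: positive control wells lacking NADH, neutral wells with DMSO only. System: bacterial diaphorase enzyme (C. kluyveri). Input: 0.14 U/mL diaphorase, enzyme working solution. Detection: resorufin fluorescence, excitation 544 nm, emission 590 nm. Times: 16-min room-temperature incubation before reading.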
G6PDH CS: inhibits Leuconostoc G6PDH, flagging false hits in G6PDH-based assays; 200,000 tested, 0.12% active; inhibition, % at 5 µM; Purified L. mesenteroides G6PDH, diaphorase/resazurin coupled fluorescence, 45 min; AID 1020; in the data active = inhibition above about 50%
STAT1 act: activators of IFN-gamma induced STAT1 signaling; NIH 3T3 STAT1-luciferase reporter, luminescence; 100% = IFN-gamma alone, no compound; activation (% of control), % at 5.5 µM; 200,000 tested, 2.6% active; AID 932;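 active = activation above the screen-wide mean activation plus 3 SD, cut at about 130% in these data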;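 also: raw ratio to IFN-gamma control signal so 100% means no change and 0% no light; values of inactives mirror those of a sister screen read the other way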
STAT3 act: increases IL-6 driven STAT3 reporter signal; 190,000 tested, 0.91% active; activation (% of control), % at 5.6 µM; U3A cells, IL-6 STAT3-luciferase reporter, luminescence; 100% = signal with IL-6 EC80 alone;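 active = activation above the screen-wide mean of compound activation plus 3 SD, cut at about 130% in these data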;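 also: 0% = background luminescence of wells with medium and substrate only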
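Material: STAT1-lacking human U3A cells, STAT3 luciferase reporter | Benchmarks: IL-6-only wells as 100% reference | Probe or stimulus: IL-6 (33 ng/mL) | Timing: Compound 1 h, then IL-6 6 h at 37 °C | Detection: Luminescence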
Hsp70 act: transcriptional activators of Hsp70; HeLa Hsp70 promoter luciferase reporter, luminescence; scaled: vehicle 0, proteasome-inhibitor control 100%; activation, % at 10 µM; 200,000 tested, 0.04% active; AID 1203;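 active = activation above the mean across all tested compounds plus 3 SD, cutoff set per campaign, cut at about 5.5% in these data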;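 also: 100% = MG132 at 30 µM as the positive control and 0% = DMSO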
STAT1 blocker: STAT1 signaling inhibition. 200,000 tested, 0.35% active. inhibition, % at 5.5 µM. NIH 3T3 STAT1-luciferase reporter, IFN-gamma, luminescence;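 active = inhibition above a set limit, the mean inhibition across all tested compounds plus 3 SD, cut at about 34% in these data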;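 also: 0% = IFN-gamma with DMSO and 100% = IFN-gamma with 300 µM nifuroxazide; values of inactives mirror those of a sister screen read the other way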
STAT3 blocker: STAT3 signaling inhibition. U3A cells, IL-6 STAT3-luciferase reporter, luminescence; host cell line lacks STAT1. inhibition, % at 5.5 µM. 190,000 tested, 0.89% active. AID 862;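 active = inhibition above the mean inhibition across all screened compounds plus 3 SD, cut at about 44% in these data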;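 also: 0% = DMSO only wells and 100% = 100 µM nifuroxazide control wells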
Diaphorase act: activates diaphorase or chemically reduces, flagging diaphorase assay artifacts | 190,000 tested, 0.005% active | Diaphorase/resazurin coupled assay, resorufin fluorescence, 16 min; stronger effect = higher value; 1 = vehicle wells, 0 = NADH-free wells | activation factor at 20 µM;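 active = diaphorase activity raised at least twofold by the compound at 20 µM; inactive = activation factor below 2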
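System – purified diaphorase enzyme from Clostridium kluyveri · Input – enzyme 0.07 U/mL final · Also added – final NADH 0.114 mM, resazurin 0.1 mM · Measured by – fluorescence of resorufin, 544 nm excitation, 590 nm emission · Timing – 16 min enzyme reaction, ambient temperature · Measure – resorufin increase flagging diaphorase activators or reducers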
TLR4 MyD88 comp: blocks binding of human TLR4 to MyD88. O00206+Q99836. HeLa CL3-4 TLR4/MyD88 BLA complementation, FRET ratio. inhibition, % at 8.4 µM. 200,000 tested, 0.18% active. AID 861; in the data active = inhibition above about 25%;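 also: 0% = vehicle and 100% = reference inhibitor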
Target sequence (O00206 whole entry, looked up): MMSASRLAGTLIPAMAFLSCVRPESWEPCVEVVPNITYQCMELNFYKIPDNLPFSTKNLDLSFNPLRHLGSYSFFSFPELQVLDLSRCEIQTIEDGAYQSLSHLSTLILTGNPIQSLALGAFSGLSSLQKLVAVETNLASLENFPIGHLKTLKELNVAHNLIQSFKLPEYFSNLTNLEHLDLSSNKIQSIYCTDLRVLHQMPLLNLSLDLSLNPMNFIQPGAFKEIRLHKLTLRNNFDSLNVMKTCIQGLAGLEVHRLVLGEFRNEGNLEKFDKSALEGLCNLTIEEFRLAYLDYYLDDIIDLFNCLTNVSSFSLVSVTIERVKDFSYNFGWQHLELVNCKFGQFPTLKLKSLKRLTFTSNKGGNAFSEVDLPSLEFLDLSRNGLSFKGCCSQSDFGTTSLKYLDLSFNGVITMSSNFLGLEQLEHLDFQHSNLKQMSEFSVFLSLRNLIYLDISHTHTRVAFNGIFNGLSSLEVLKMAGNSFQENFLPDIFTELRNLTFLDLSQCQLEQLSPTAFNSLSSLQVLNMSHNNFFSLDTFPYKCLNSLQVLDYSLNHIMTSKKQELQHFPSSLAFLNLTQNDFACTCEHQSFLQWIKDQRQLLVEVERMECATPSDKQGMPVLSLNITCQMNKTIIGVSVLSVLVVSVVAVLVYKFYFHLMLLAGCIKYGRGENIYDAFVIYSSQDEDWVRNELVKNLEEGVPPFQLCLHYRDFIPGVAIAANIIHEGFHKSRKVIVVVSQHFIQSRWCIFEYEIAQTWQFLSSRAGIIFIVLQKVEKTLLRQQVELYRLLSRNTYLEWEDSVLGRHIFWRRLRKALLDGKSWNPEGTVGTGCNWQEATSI
Target sequence (Q99836 whole entry, looked up): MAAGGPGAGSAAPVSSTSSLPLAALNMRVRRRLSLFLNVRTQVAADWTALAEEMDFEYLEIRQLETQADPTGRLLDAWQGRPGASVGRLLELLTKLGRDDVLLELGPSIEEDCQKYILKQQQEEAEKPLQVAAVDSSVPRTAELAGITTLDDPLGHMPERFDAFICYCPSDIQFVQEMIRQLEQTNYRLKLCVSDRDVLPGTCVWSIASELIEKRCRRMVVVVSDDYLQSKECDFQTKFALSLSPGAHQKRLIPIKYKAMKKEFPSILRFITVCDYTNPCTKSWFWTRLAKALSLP
The depositor's hits bear a star; x = no result given; & = joins results of further samples.

SMILES	APP transl inh	Diaph inh CS	G6PDH CS	STAT1 act	STAT3 act	Hsp70 act	STAT1 blocker	STAT3 blocker	Diaphorase act	TLR4 MyD88 comp
Cc1cccc(OC(=O)CCN2C(=O)C3C4C=CC(C5CC45)C3C2=O)c1C (centres undefined)	20	0	8	99	99	-0.1	0	5	1	6
COC(=O)c1c(NC(=O)CSc2nnnn2-c2ccccc2)sc2c1CCC(C(C)(C)C)C2 (centres undefined)	-10	3	-6	98	104	-0.3	3	1	1	9
Cc1c(C(=O)OC(C)C)[nH]c2c1C(=O)CC(C)(C)C2	15	4	-2	101	93	-0.5	-1	13	1	-8
CC1CCc2cc(F)cc3c(O)c(C(=O)NCc4ccco4)c(=O)n1c23 (centres undefined)	-14	10	4	95	103	-0.2	5	-1	0.9	-4
Cc1ccc(OCC(=O)Nc2ccc3c(c2)OCO3)c([N+](=O)[O-])n1	-19	8	5	124	108	0.0	-27	-10	0.9	-2
COc1ccccc1C(=O)N(CN1CCCC1=O)c1cccc(Cl)c1	2	6	-5	98	93	-0.3	2	13	0.9	-4
Cc1[nH]c2ccccc2c1C(=O)CN1CCC(C)CC1	1	7	0	92	99	-0.3	9	6	0.9	-10
O=C(COn1nnc2ccc(C(F)(F)F)cc21)Nc1nnc(-c2ccccc2)o1	-8	1	-14	99	98	-0.6	1	8	1	-3
CC(C)(C)Cc1nnc(NS(=O)(=O)c2ccc(F)cc2)s1	-2	23	11	98	102	-0.2	3	6	0.8	4
CCc1c(C(=O)Nc2ccncc2)csc1C	-7	7	-13	94	74	-0.1	10	34	0.9	-2
Cc1cc(C(=O)Nc2sc(C)c(-c3ccc(F)cc3)c2C(N)=O)no1	-51	-9	7	161*	105	0.5	-67	-1	1.1	4
N#CC1=C(N)OC2=C(CCC/C2=C/c2ccoc2)C1c1ccoc1 (centres undefined)	2	39	-7	92	103	-0.2	9	-3	0.6	5
CN1C(=O)S/C(=C/c2ccccc2OCc2ccc(C(=O)O)cc2)C1=O	-12	13	3	95	102	-0.2	4	2	0.9	8
CCOc1cccc(C(=O)NCc2ccccc2)c1	-23	9	8	100	97	-0.2	-2	4	0.9	-9
COc1cc(NC(=O)COC(=O)/C=C/c2c(C)nn(C3CCS(=O)(=O)C3)c2Cl)cc(OC)c1OC (centres undefined)	4	0	10	100	101	0.0	0	5	1	15
Cc1ccc(NCCC(=O)c2cccs2)cc1	-22	8	13	150*	82	0.2	-59	26	0.9	12
CCCCOC(=O)Cn1c(=N)n(CCN(CC)CC)c2ccccc21	18	-4	-3	105	100	-0.3	-6	5	1	1
CCn1c(SCC(=O)N/N=C(\C)c2ccncc2)nnc1-c1ccccc1	9	-10	17	94	103	-0.5	5	-2	1.1	5
N#Cc1nc(COc2ccc(Br)cc2)oc1NCCN1CCOCC1	-2	17	13	103	99	-0.7	-3	9	0.8	-8
O=C(Cn1cnc2ccccc21)NC(c1ccccc1)c1ccccc1	-25	16	-2	109	101	-0.2	-10	3	0.8	0
COc1cccc(C(=O)NNC(=O)C(=O)N2CCCCC2)c1	5	18	6	95	95	-0.2	4	12	0.8	-18
S=c1[nH]nc2c3c4c(sc3ncn12)CCCC4	6	27	6	113	108	-0.4	-14	-11	0.7	-3
Cn1c(C(=O)N2CCCc3ccccc32)cc2sccc21	-6	5	3	103	89	-0.1	-4	15	1	8
CCn1c(CSCc2ccc(C)cc2)nnc1SCC(=O)N1CCN(c2ccccc2)CC1	-9	27	1	93	92	0.0	8	12	0.7	-7
CN(C)c1ccnc2sc(C(=O)c3ccccc3)c(N)c12	-74	18	6	153*	95	0.1	-60	9	0.8	2
COc1cccc(C(=O)NC(=S)Nc2ccc3c4c(cccc24)CC3)c1	6	11	6	97	101	-0.2	4	11	0.9	0
COc1ccc(NC(=O)NCc2cccn2C)c(OC)c1	x	7	3	104	104	-0.1	-4	1	0.9	1
CC(O)CNC(=S)Nc1ccccc1 (centres undefined)	16	5	5	98	97	-0.3	2	5	1	-10
CSC1=C(C#N)C(c2ccccc2Cl)C2=C(N1)c1ccccc1C2=O (centres undefined)	-11	11	4	97	105	-0.1	4	-1	0.9	9
CC(C)C(C(=O)O)N1C(=O)/C(=C/c2cccn2C)SC1=S (centres undefined)	-4	20	10	95	99	-0.2	5	-2	0.8	-30
Cc1cc(C)n(C(=O)CCC2COc3ccccc3O2)n1 (centres undefined)	-6	10	2	105	102	0.2	-5	1	0.9	8
C(=N\n1cnnc1)/c1ccc2c(c1)OCO2	3	8	2	91	98	-0.2	10	4	0.9	-2
CC1(C)CN(c2cccc(C#N)c2)C1=O	-21	8	5	103	98	-0.2	-3	4	0.9	-6
COc1ccc(CCNC(=O)CN(C2CCCCC2)S(C)(=O)=O)cc1	3	10	6	103	102	-0.3	-3	0	0.9	1
COc1cccc(COCCN2CCN(S(=O)(=O)c3ccc(C)cc3)CCC2=O)c1	1	14	14	89	103	0.1	12	-6	0.9	4
Cc1ccc(S(=O)(=O)Nc2cc(C(C)C)c(O)cc2C)cc1	-19	34	11	100	100	-0.3	0	3	0.7	4

Reformatted as a markdown table: part of the list above
| structure | APP transl inh | Diaph inh CS | G6PDH CS | STAT1 act | STAT3 act | Hsp70 act | STAT1 blocker | STAT3 blocker | Diaphorase act | TLR4 MyD88 comp |
| --- | --- | --- | --- | --- | --- | --- | --- | --- | --- | --- |
| CC1(C)CN(c2cccc(C#N)c2)C1=O | -21 | 8 | 5 | 103 | 98 | -0.2 | -3 | 4 | 0.9 | -6 |
| CSC1=C(C#N)C(c2ccccc2Cl)C2=C(N1)c1ccccc1C2=O (centres undefined) | -11 | 11 | 4 | 97 | 105 | -0.1 | 4 | -1 | 0.9 | 9 |
| COc1cccc(C(=O)NC(=S)Nc2ccc3c4c(cccc24)CC3)c1 | 6 | 11 | 6 | 97 | 101 | -0.2 | 4 | 11 | 0.9 | 0 |

Next section:
SMILES	APP transl inh	Diaph inh CS	G6PDH CS	STAT1 act	STAT3 act	Hsp70 act	STAT1 blocker	STAT3 blocker	Diaphorase act	TLR4 MyD88 comp
Cc1ccc(NC(=O)c2cn(CCC#N)nc2-c2cccs2)c([N+](=O)[O-])c1	2	3	-3	97	94	-0.5	3	11	1	-7
Cc1cccc(N2CCN(C(=O)C3CCCN(S(=O)(=O)c4c(C)noc4C)C3)CC2)c1C (centres undefined)	-9	x	x	97	82	0.0	4	27	x	-9
O=C(Nc1cccc(S(=O)(=O)N2CCOCC2)c1)c1ccco1	7	1	10	96	100	-0.5	5	0	1	-9
COc1ccc(N2CCN(C(=O)c3ccc(OCc4c(C)noc4C)c(OC)c3)CC2)cc1	5	13	3	88	89	-0.1	13	17	0.9	-7
COc1ccc(N(CC(=O)N2CCCCC2)S(=O)(=O)c2ccccc2)c(OC)c1	4	12	29	107	89	-0.5	-8	12	0.9	-5
CCNc1ccc(S(=O)(=O)N(C)C)cc1NCC(=O)Nc1ccc(F)c(Cl)c1	-3	18	0	90	105	-0.4	11	-9	0.8	-9
CCOC(=O)c1c(CN2CCOCC2)n(C)c2cc(Br)c(O)c(CN(C)C)c12	0&3	14&0	4&5	98&90	99&96	-0.3&-0.2	2&11	7&9	0.9&1	10&1
COCC(=O)N(Cc1cc2cc(OC)ccc2[nH]c1=O)c1ccccc1OC	-4	14	8	94	91	0.2	6	18	0.9	5
CCOc1ccc(-c2n[nH]c(C)c2Oc2ccc(OC)cc2)c(O)c1	19	8	4	100	100	-0.3	0	5	0.9	2
COc1ccc(N=Nc2[nH]c3ccc(C)cc3c2O)cc1	-19	12	-15	114	116	5.6*	-15	-22	0.9	-3
COc1ccc(NC(=O)c2c(F)c(F)c(F)c(F)c2F)cc1Cl	-11	12	13	99	104	-0.2	1	-4	0.9	-5
Fc1ccc(C2=Nn3c(Cc4ccccc4F)nnc3SC2)cc1	-4	7	0	100	95	-0.2	0	10	0.9	0
Nc1nnc(CCc2ccccc2)s1	-15	-9	3	98	97	0.0	2	9	1.1	-10
CCC(=O)OCC(=O)Nc1cc([N+](=O)[O-])ccc1Cl	8	3	8	102	91	-0.2	-3	14	1	13
Cc1ccc(-c2noc(CCC(=O)NCc3ccco3)n2)cc1	12	-6	13	102	93	-0.1	-3	10	1.1	-7
COc1ccc(/C=N/NC(=O)C(=O)NCc2cccnc2)cc1	-1	2	7	106	96	-0.5	-7	7	1	3
O=C(O)C1(P(=O)(c2ccc(Cl)cc2)c2ccc(Cl)cc2)CCCC1	-3	-6	6	99	105	-0.2	2	4	1.1	-5
CC(C)Nc1nc(NC(C)C)nc(N(C)n2cnnc2)n1	-8	17	5	93	111	-0.6	7	-9	0.8	-8
CCCCCCNC(=O)Cc1nc2nc(C)cc(C)n2n1	-9	-2	0	93	99	-0.4	7	11	1	-4
C=C1N(C)c2cc([N+](=O)[O-])c(N)cc2C1(C)C	-3	75*	44	91	103	0.1	8	-2	0.3	10
O=C(CCC(=O)Nc1ccc(Cl)cc1Cl)NNC(=O)[C@@H]1CCCC[C@@H]1C(=O)O	-33	7	2	94	106	-0.4	6	-6	0.9	-5
O=c1c2nccnc2[nH]c(=S)n1Cc1ccccc1Cl	27	15	8	98	96	-0.3	-1	6	0.8	1
CCOC(=O)C1=C(C)N(Cc2ccccc2)C(=O)NC1c1ccc(OC)cc1 (centres undefined)	2	17	4	107	100	-0.2	-8	4	0.8	-7
COc1cc(OC)cc(C(=O)NCC(=O)OCC(=O)c2ccc3c(c2)-c2ccccc2C3)c1	5	18	-56	102	93	-0.4	-3	4	0.8	-9
O=C(NCc1ccccc1)NC1(C(=O)N2CCCC2)CCCCC1	-9	1	1	97	100	-0.3	3	8	1	0
Cc1ccc(-n2ncc3c(NCCCN4CCCC4=O)ncnc32)c(C)c1	2	12	2	96	102	-0.1	4	6	0.9	-2
COC(=O)CSc1nc2c(c(=O)[nH]c(=O)n2C)n1CCC(C)C	0	8	6	97	107	0.6	2	-6	0.9	4
CCOc1cc2[nH]c(=S)n(C3CCN(Cc4ccccc4)CC3)c(=O)c2cc1OCC	-11	-11	0	92	103	-0.4	8	9	1.1	-5
Cc1ccc(C)c(NS(=O)(=O)c2cc(C(=O)N3CCc4ccccc4C3)ccc2Cl)c1	-7	11	2	93	87	-0.4	7	21	0.9	1
CC(C)(C)OC(=O)NCCc1nnc(SCC(N)=O)o1	6	13	3	92	102	-0.5	9	-2	0.9	5
COC(=O)C1CCCN1C(=O)c1cccs1 (centres undefined)	14	12	16	97	101	0.0	-1	2	0.9	23
O=C(Nc1ccccc1N1CCN(C(=O)c2ccc(Cl)cc2)CC1)c1cccnc1	5	9	-2	102	97	0.0	-2	13	0.9	2
O=C(NCCC1=CCCCC1)C1CCN(S(=O)(=O)c2cccc3nsnc23)CC1	-25	-2	-4	100	97	0.2	0	7	1	4

Screening results as filed in PubChem BioAssay.
